# Pf growth 96h: P. falciparum growth inhibition at 96 hour, primary screen for plastid delayed-death inhibitors | P. falciparum luciferase reporter growth, 96 h | Potency, µM (doses to about 28.7 µM), without a hit: at the highest dose activity change, negative = inhibition, hits mostly inhibitors | 320,000 tested, 6.9% active | AID 504834; note: potency is the fitted concentration of half-maximal effect; % is set by controls: 0 for no effect and ±100 for the full control effect
#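 Erythrocytes infected with luciferase-expressing P. falciparum were dispensed at 2% hematocrit and 0.05% parasitemia (final), then incubated with compounds 96 hours at 37 C in 5% CO2. Luminescence after detection reagent addition reported growth.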
# Giardia FBPA inh: blocks Giardia fructose-bisphosphate aldolase activity; 290,000 tested, 0.71% active; AID 2451; A8B2U2; purified Giardia FBPA; Potency, µM (top dose mostly 59.6 µM), for inactives: at the top dose activity, negative = inhibition, hits mostly inhibitors; note: potency is the fitted concentration of half-maximal effect; % is set by controls: 0 for no effect and ±100 for the full control effect; nearly all actives have a fitted effect of over 55% in size
# Target sequence (A8B2U2 whole entry, looked up): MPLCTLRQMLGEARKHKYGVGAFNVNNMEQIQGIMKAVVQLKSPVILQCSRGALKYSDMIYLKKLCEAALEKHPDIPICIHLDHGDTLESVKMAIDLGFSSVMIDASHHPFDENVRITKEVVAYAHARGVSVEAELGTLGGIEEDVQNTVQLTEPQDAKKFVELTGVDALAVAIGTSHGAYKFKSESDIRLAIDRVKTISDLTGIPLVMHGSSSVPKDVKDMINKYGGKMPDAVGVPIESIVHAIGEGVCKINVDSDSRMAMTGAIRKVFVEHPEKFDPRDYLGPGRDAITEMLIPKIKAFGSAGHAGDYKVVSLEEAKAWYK
#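 Giardia FBPA (40 nM reagent) was preincubated 10 min at RT with compound (up to 57.5 uM final), then substrate plus GAPDH/TPI/NAD/arsenate coupling system with diaphorase/resazurin was added; resorufin fluorescence (525/598 nm) was read after 20 min.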
# Pf growth 48h: P. falciparum growth inhibition at 48 hours (one generation) | P. falciparum luciferase growth in erythrocytes, 48 h | Potency, µM (titrated, usually from 28.7 µM), for inactives: top-dose activity change, negative = inhibition, most hits filed as inhibitors | 310,000 tested, 5.9% active; note: potency is the fitted concentration of half-maximal effect; % is set by controls: 0 for no effect and ±100 for the full control effect
#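 A one-generation exposure of luciferase-tagged malaria parasites in RPMI 1640/Albumax erythrocyte culture, 37 C and 5% CO2. Inhibition is inferred from decreased luminescence after adding detection reagent.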
# Sm TGR inh: inhibitors of Schistosoma mansoni thioredoxin glutathione reductase. Q962Y6. purified TGR, DTNB reduction, TNB absorbance 405 nm. Potency, µM (doses to about 114 µM), inactives show at the top dose activity change, negative = inhibition, actives largely listed as inhibitors. 360,000 tested, 3% active. AID 485364; note: potency is the fitted concentration of half-maximal effect; % is set by controls: 0 for no effect and ±100 for the full control effect; nearly all actives have a fitted effect of over 60% in size
#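 Kinetic colorimetric format: TGR-catalysed, NADPH-driven DTNB reduction monitored via TNB absorbance. Enzyme dispensed at 20 nM; compound exposure 15 min at room temperature before reaction start.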
# Shiga toxin inh: inhibitors of Shiga toxin in Vero cells. Vero cells, Shiga toxin protein synthesis inhibition reporter. inhibition, % at 38.7 µM. 290,000 tested, 9.2% active. AID 2315; in the data active = inhibition mostly above about 28%, no sharp cut-off; inactive = mostly below about 43%; note: 0% is about no effect
# Cycloheximide cs: counter-screen hit for Shiga toxin inhibitors, cycloheximide; cell reporter, cycloheximide protein synthesis inhibition counterscreen; max response, %; 300,000 tested, 12% active; AID 2314; in the data active = max response mostly above about 13%, no sharp cut-off; inactive = mostly below about 14%; note: read at 38.3 µM for the half of the compounds with a filed dose; 0% is about no effect
# Starred values were filed as active, the others as inactive; ? = inconclusive; . = not tested or not shown; [ ] = dose if it differs, or a comment. Unless noted, calls come from the whole dose curve; as a rule, active = well fitted curve in the direction sought with a large enough effect; inconclusive = small, poorly fitted or top-dose-only effect, or another doubt; inactive = no such curve, though single readings can be large; an effect the other way counts as inactive or inconclusive.
mol	Pf growth 96h	Pf growth 48h	Giardia FBPA inh	Shiga toxin inh	Sm TGR inh	Cycloheximide cs
N#C/C(C(=O)NCc1ccccc1)=C1/SC(Cc2ccc(Cl)cc2)C(=O)N1c1ccccc1 (configuration not stated)	?	?	1%	-10	-1%	-3
CCN(CC)S(=O)(=O)c1cccc(-c2nnc(SCC(=O)NC3CCCCCC3)n2N)c1	?	.	4%	-10	4%	-4
CC1CCc2c(sc3ncn(CC(=O)N4CCCCC4)c(=O)c23)C1 (configuration not stated)	-29%	-1%	-2%	20	25%	9
O=C(Nc1cccc(Cl)c1)N1CCN2C(=O)c3ccccc3C12c1ccccc1 (configuration not stated)	10µM*	17µM*	-9%	-7	3%	-1
CSCCC(NC(=O)c1ccccc1)c1nc(-c2ccccc2)no1 (configuration not stated)	3%	?	-1%	-20	1%	-11
Cc1ccc(NC(=O)C2CC(=O)N(c3ccc4c(c3)OCCO4)C2)cc1S(=O)(=O)N(C)C (configuration not stated)	?	?	.	.	8%	.
CCCN(CCC)C(=S)NC(=O)c1ccc(-c2ccccc2)cc1	?	?	?	13	-9%	14
O/N=C1/CCc2nonc2/C1=N/O	-12%	-18%	16µM*	-18	4%	-6
Cc1sc2nc[nH]c(=O)c2c1-c1ccc(Cl)cc1	?	10%	-5%	-10	15%	-4
Cc1ccc(NC(=O)c2ccc(OC(=O)c3ccco3)cc2)cc1	4%	189%[activator]	0%	73*	10%	36*
CCOC(=O)CSc1nc2ccccc2c(=O)[nH]1	12%	20%	-21%	-5	1%	-1
CN(C)C(=O)c1nc2ccc(Cl)cn2c1CN1CCCC(OCc2ccccc2)C1 (configuration not stated)	?	?	-2%	1	-30%	-2
COCc1cc(C)nc(OCC(=O)N/N=C/c2ccc(-c3cc([N+](=O)[O-])ccc3C)o2)c1C#N	14%	-5%	0%	-11	0%	-2
CC(=O)c1nc2ccccc2n1Cc1ccccc1	11%	19%[0.00184 µM]	-6%	-14	0%	-2
Brc1ccc(OCCOc2cccc3cccnc23)cc1	18%	2%	-5%	15	2%	-3
CCc1ccc(N(C(C)=O)c2nc(CCl)cs2)cc1	94%[activator]	23%	-2%	48	-24%	29*
CCCN1C2CCCC1CC(NC(=O)NC13CC4CC(CC(C4)C1)C3)C2 (configuration not stated)	-28%	?	4%	.	-21%	1
O=C(Nc1ccc(-n2cnnn2)cc1)c1cn2ccccc2n1	99%[activator]	120%[activator]	4%	30	9%	22*
Cc1cc(C)nc(SCc2nnc(SCC(=O)N3CCCc4ccccc43)o2)n1	1.5µM*	-21%	5%	23	7%	0
CCNc1nc(Cl)nc(NCCOc2ccc(C)cc2)n1	37%	9%	7%	2	4%	-2
Cc1ccc(/C=N/NC(=O)Cn2cncn2)cc1	4%	11%	0%	64	-5%	10
Cc1nc2ccc(Cc3ccc4nc(C)[nH]c4c3)cc2[nH]1	10µM*	?	2%	1	-6%	-2
S=C(NNc1cccc(Cl)c1)NC1CCCCC1	?	-24%	-13%	40	-16%	3
O=C(NCc1ccc(Cl)cc1Cl)c1ccccn1	-24%	-5%	-9%	6	-8%	8
CCc1ccc(OCC(=O)NC(NC(=S)Nc2ccccc2)C(Cl)(Cl)Cl)cc1 (configuration not stated)	0%	13µM*	4%	-12	2%	-1
COc1cccc(OCCNc2cc(N3CCCCC3)ccc2[N+](=O)[O-])c1	?	?	2%	10	0%	3
O=C1c2ccccc2S(=O)(=O)N1CCOc1ccccc1	59%[activator]	33%[activator]	0%	56	-17%	35*
CCC1CCCCN1CCCNC(=O)C1CCC(CNS(=O)(=O)c2c(C)cc(C)cc2C)CC1 (configuration not stated)	13%	?	.	-6	0%	-5
O=C(c1cnn(-c2ccccc2)c1)c1cc(F)ccc1O	73%[activator]	.	-1%	83*	-9%	43*
O=C(COc1ccccc1)N(CCc1ccccc1)c1nc(-c2ccc(F)cc2)cs1	?	?	0%	10	3%	-3
O=C(NCc1ccc(S(=O)(=O)Nc2ccccc2Cl)s1)c1ccccc1	0%	45%[activator]	11%	-10	-6%	-3
CC(=O)N1CCN(c2ccc(NC(=O)c3ccc4ccccc4c3)cc2)CC1	-26%	-26%	.	7	-9%	26*
O=C(CSc1nnc(C2CC2)n1-c1ccccc1)NCCc1ccc(F)cc1	.	?	0%	-4	-5%	-2
COc1cc2[nH]c3c(N4CCN(c5ccccn5)CC4)ncnc3c2cc1OC	15µM*	9.3µM*	-5%	-8	-29%	-4
COc1cc(NC(=O)c2cc(CC(C)C)on2)c(OC)cc1Cl	40%[activator]	?	-10%	9	6%	-2
CCOC(=O)NC(=O)C(=CNc1cccc(C)c1)C(=O)NC(=O)OCC	?	3%	5%	-7	4%	-2
COc1ccc(S(=O)(=O)N2CCCOC2CNC(=O)C(=O)NCCCn2ccnc2)cc1 (configuration not stated)	-6%	4%	3%	-4	-1%	-3
Cc1ccc(C)n1NC(=O)c1ccccc1O	9.3µM*	?	2%	36	4%	3
O=C(Nc1nnc(CC2=CCCCC2)s1)Nc1ccccc1F	57%[activator]	-11%	-5%	-3	6%	9
CCc1ccccc1NC(=O)C1CCCN(c2nn3c(=O)cc(C)nc3s2)C1 (configuration not stated)	10µM*	?	-8%	-1	8%	-2
O=C(OCc1csc(Nc2ccccc2)n1)c1ccc(Cl)cc1	76%[activator]	14%	-14%	-4	-19%	-1
N#CC1(NC(=O)COC(=O)c2cc(=O)[nH]c3ccccc23)CCCCC1	15%	?	.	.	-6%	.
OC(C#CCCN1CCCCC1)(c1ccccc1)C1CCCCC1 (configuration not stated)	?	?	2%	-14	9%	10
CN1CCN(S(=O)(=O)c2cccc(S(=O)(=O)c3ccc(Cl)cc3)c2)CC1	6%	-7%	19%	-6	-1%	-1
CC(=O)c1ccc(N2CCN(C(=O)CCc3ccccc3)CC2)cc1	?	?	7%	14	-13%	3
CCC(=N\NC(=O)COc1ccccc1OC)/C(CC)=N/NC(=O)COc1ccccc1OC	?	9.3µM*	.	.	-12%	.
COC(=O)CP(=O)(c1ccccc1)c1ccccc1	21%	.	6%	-5	0%	-7
CC(=O)NC1=NN(C(C)=O)C(C)(c2cccs2)S1 (configuration not stated)	10µM*	28%	6%	-5	4%	-1
O=C(Cn1cnc2c(NC(=O)OCc3ccccc3)ncnc21)NCCN1CCOCC1	27%	23%	.	.	1%	.
CS(=O)(=O)c1cnc(-c2ccccc2)nc1-c1ccc(Cl)c(Cl)c1	14%	10%	0%	4	20%	-5

# Further compounds follow.
mol	Pf growth 96h	Pf growth 48h	Giardia FBPA inh	Shiga toxin inh	Sm TGR inh	Cycloheximide cs
O=C(CCCCCn1c(=O)[nH]c2ccsc2c1=O)N1CCN(C2CCCCC2)CC1	2%	.	2%	10	?	1
CC(C)c1ccccc1NC(=O)COc1ccc(C(=O)NCCc2ccccc2)cc1	?	?	5%	-3	4%	-2
CC1=NN(c2ccccc2)C(=O)C1C(=O)c1cc([N+](=O)[O-])cc([N+](=O)[O-])c1 (configuration not stated)	7%	10%	4%	13	-22%	-7
COc1ccc(CN2CCN(C(C)C)C(CCO)C2)cc1Cn1cccn1 (configuration not stated)	269%[activator]	25%	1%	-2	4%	-2
Oc1ccccc1Oc1ncc(Br)c(N2CCOCC2)n1	.	-5%	6%	22	-4%	1
CS(=O)(=O)Nc1ccc(C(=O)NCCSC2CCCCC2)cc1	29%	.	-1%	18	1%	9
COc1cc(C(=O)Nc2cccc(-c3nncn3C)c2)cc(OC)c1OC	.	-9%	-4%	-8	-1%	-1
CCC(=O)N1c2ccc(S(=O)(=O)CCC(=O)N3CCn4c3nc3ccccc34)cc2CC1C (configuration not stated)	?	6%	5%	-6	7%	-1
N/C(=N\OC(=O)CCCOc1ccc(Cl)cc1Cl)c1ccncc1	22%	-11%	7%	28	6%	8
CCN(CC)c1ccc2cc(-c3nnc(Nc4ccc(C)cc4)s3)c(=O)oc2c1	.	.	.	-5	1%	-7
O=C(Cn1cnc2ccccc2c1=O)NCC(=O)N1CCC2(CC1)OCCO2	12%	3%	7%	-22	1%	-4
O=C(c1ccc(C(=O)N2CCOCC2)nc1)N1CCOCC1	-25%	1%	-22%	10	-6%	-3
COC(=O)c1ccc(COc2cccnc2[N+](=O)[O-])cc1	34%[activator]	17%	9%	35*	5%	24*
CCOc1ccc(NC(=O)CSc2ccc(-c3cccnc3)nn2)cc1	5.9µM*	-20%	.	-5	-3%	14
O=C1c2ccccc2C2(c3ccccc3)N1CCN2C(=O)C(Cl)(Cl)Cl (configuration not stated)	0.83µM*	.	7%	30	-5%	-5
COC(=O)c1[nH]c2cc(OC)ccc2c1NC(=O)CCN1CCSCC1	1%	19%	1%	-12	24%	12
O=C(Cn1cnc2ccccc21)N/N=C/c1cccc([N+](=O)[O-])c1	10%	15%	1%	-16	.	2
CN1CCN(c2ccc(NC(=O)CN3CCOCC3)cc2F)CC1	?	?	0%	1	1%	-3
CCCCOc1ccc(C(=O)NNC(=O)C2C3C=CC(C3)C2C(=O)O)cc1 (configuration not stated)	0%	-4%	.	18	-11%	10*
FC(F)(F)c1nc(N2CCN(c3ccccc3)CC2)nc2c1CCCCC2	0%	-4%	-1%	15	4%	-1

# Five structures out of the list, ordered by molar mass, high to low.
mol	Pf growth 96h	Pf growth 48h	Giardia FBPA inh	Shiga toxin inh	Sm TGR inh	Cycloheximide cs
O=C(Cn1cnc2ccccc2c1=O)NCC(=O)N1CCC2(CC1)OCCO2	12%	3%	7%	-22	1%	-4
CCCCOc1ccc(C(=O)NNC(=O)C2C3C=CC(C3)C2C(=O)O)cc1 (configuration not stated)	0%	-4%	.	18	-11%	10*
CN1CCN(c2ccc(NC(=O)CN3CCOCC3)cc2F)CC1	?	?	0%	1	1%	-3
O=C(Cn1cnc2ccccc21)N/N=C/c1cccc([N+](=O)[O-])c1	10%	15%	1%	-16	.	2
COC(=O)c1ccc(COc2cccnc2[N+](=O)[O-])cc1	34%[activator]	17%	9%	35*	5%	24*

# New compounds follow:
mol	Pf growth 96h	Pf growth 48h	Giardia FBPA inh	Shiga toxin inh	Sm TGR inh	Cycloheximide cs
COc1ccc(CNC(=O)c2csc(Cc3ccc(OC)cc3)n2)cc1	?	-3%	-3%	19	9%	1
O=[N+]([O-])c1cc(O)c2ncccc2c1	?	?	?	30	-5%	22*
Cc1cc(C)cc(C(=O)NC(=S)Nc2ccc(Cc3ccncc3)cc2)c1	-8%	?	0%	-8	-17%	-1
Cc1cc(C=C2C(=O)N(C)C(=S)N(C)C2=O)c(C)n1-c1ccncc1	-1%	75%[activator]	-8%	-5	?	-3
CCOC(=O)C1NN=C(C(=O)c2ccccc2)C1c1ccc(Cl)cc1 (configuration not stated)	58%[activator]	-29%	-8%	-16	-19%	4
CC1(C)CC(N2CCC(=O)N(C3CC(C)(C)NC(C)(C)C3)C2)CC(C)(C)N1	?	8%	2%	3	-1%	-5
O=C(CCN1CCCCC1)NCC(=O)Nc1ccc(Br)cc1C(=O)c1ccccc1	-2%	?	2%	26	-5%	0
COc1ccc(NC(=O)COc2ccc(C(=O)OCC(=O)N(C)C3CCS(=O)(=O)C3)cc2OC)cc1 (configuration not stated)	4%	6%	1%	-8	-4%	-5
O=C(NCc1ccncc1)C(=O)NC1CC1	-25%	-8%	2%	-10	5%	16
CCOC(=O)c1sc(=NC(=O)c2ccc(F)cc2)n(C)c1C	113%[activator]	226%[activator]	.	77*	5%	29*
